Bioassay records deposited in PubChem BioAssay by Broad Institute.
PRC2 inh: EZH2 (human) methyltransferase inhibition. PRC2 H3K27 methylation, DELFIA TRF, 1 h. inhibition, % at 12.5 µM. 57,000 compounds, 0.35% hits. AID 651548;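 active means mean inhibition of replicates at least 50% and every single replicate also reaching 50%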;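 further: dimethyl H3K27 on biotinylated H3 21-44 peptide detected by antibody; plate controls were median neutral control wells for no effect and median positive control wells for full effect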
IDH1 mut inh: inhibitors of human IDH1 R132H; inhibition, % at 10 µM; IDH1 R132H reductase, diaphorase/resazurin fluorescence, 60 min; 70,000 compounds, 0.18% hits; in the data active means inhibition above about 34%;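 further: 0% = DMSO and 100% = no enzyme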
Target sequence (O75874 whole entry R132H): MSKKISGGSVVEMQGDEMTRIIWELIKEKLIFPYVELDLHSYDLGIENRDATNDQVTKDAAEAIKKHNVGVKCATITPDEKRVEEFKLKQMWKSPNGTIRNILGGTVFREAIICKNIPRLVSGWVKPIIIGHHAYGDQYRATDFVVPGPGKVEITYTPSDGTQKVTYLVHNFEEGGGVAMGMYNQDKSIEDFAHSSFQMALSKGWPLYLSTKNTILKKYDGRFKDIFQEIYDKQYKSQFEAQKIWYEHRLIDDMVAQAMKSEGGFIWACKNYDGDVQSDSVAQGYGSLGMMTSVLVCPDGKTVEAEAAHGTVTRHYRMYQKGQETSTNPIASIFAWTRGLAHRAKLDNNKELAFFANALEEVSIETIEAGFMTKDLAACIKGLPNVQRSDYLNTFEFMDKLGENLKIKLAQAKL
* = called active by the depositor; · = not tested or not shown. Some of the compounds tested, so the mix of outcomes need not match the whole.

Below each SMILES: IDH1 mut inh, PRC2 inh
> CCCC#Cc1cnc2c(c1)C(=O)N([C@@H](C)CO)C[C@H](C)[C@@H](CN(C)C(=O)c1ccc3c(c1)OCO3)O2
→ -1.0, ·
> COc1ccc(CCNC(=O)C(=O)Nc2ccc(C(C)(C)C)cc2)cc1OC
→ -0.3, 0.2
> CO[C@@H](C(=O)N(C)C[C@H]1OCc2ccccc2-c2ccccc2C(=O)N([C@H](C)CO)C[C@H]1C)c1ccccc1
→ 1.2, 0.4
> COc1ccc(S(=O)(=O)N(C)C[C@@H]2Oc3cc(C#CC4CCCCC4)ccc3S(=O)(=O)N([C@H](C)CO)C[C@H]2C)cc1
→ ·, -20.7
> C[C@@H]1CN([C@H](C)CO)C(=O)c2cc(NS(C)(=O)=O)ccc2O[C@H]1CN(C)CC1CC1
→ 4.5, -0.5
> O=C(Nc1ccccc1C(=O)O)c1ccc(Br)c(S(=O)(=O)N2CCOCC2)c1
→ 0.2, 10.6
> CCS(=O)(=O)Nc1ccc2c(c1)C(=O)N(C)C[C@@H](OC)[C@@H](C)CN(C(C)=O)[C@@H](C)CO2
→ -0.1, -12.4
> O=C(O)C[C@H]1C[C@@H]2c3cc(NC(=O)c4cccnc4)ccc3O[C@@H]2[C@@H](CO)O1
→ -0.3, 5.2
> Cc1cc([N+](=O)[O-])nn1Cc1ccc(C(=O)Nc2ccc(CC#N)cc2)cc1
→ 1.7, ·
> Cc1ccccc1C(=O)Nc1sc2c(c1C(=O)NCc1ccco1)CCCC2
→ -0.4, 22.7
> CC(C)NC(=O)Nc1ccc2c(c1)C(=O)N([C@@H](C)CO)C[C@@H](C)[C@@H](CN(C)C(=O)NC1CCCCC1)OCCCC[C@@H](C)O2
→ 4.2, 1.1
> O=C(CCN1CCCCC1)N[C@@H]1CC[C@H](CCn2cc(-c3cccc(F)c3)nn2)O[C@@H]1CO
→ 0.1, -7.8
> CCCNC(=O)N(C)C[C@H]1Oc2cc(Br)ccc2S(=O)(=O)N([C@@H](C)CO)C[C@H]1C
→ 25.4, -18.7
> C[C@@H]1CN([C@H](C)CO)C(=O)c2cccc(NC(=O)c3nc4ccccc4s3)c2O[C@@H]1CN(C)Cc1ccccc1
→ 4.2, 11.5
> Cc1ccc(S(=O)(=O)N(C)C[C@H]2OCc3cnnn3CCCC(=O)N([C@H](C)CO)C[C@@H]2C)cc1
→ ·, 4.4
> C[C@@H]1CCCCO[C@@H](CN(C)Cc2ccc3c(c2)OCO3)[C@@H](C)CN([C@@H](C)CO)C(=O)c2cc(NS(C)(=O)=O)ccc2O1
→ 0.0, -4.1
> Cc1cc(NC(=O)C2CC(c3cccc(Br)c3)=NO2)n(-c2ccccc2)n1 (centres undefined)
→ -0.1, 1.5
> C[C@@H]1CN([C@H](C)CO)C(=O)CCCn2cc(nn2)CO[C@@H]1CN(C)S(=O)(=O)c1ccc(Oc2ccccc2)cc1
→ -3.5, 1.9
> C[C@@H]1CN([C@@H](C)CO)C(=O)CCCn2cc(nn2)CO[C@@H]1CN(C)C(=O)Nc1ccnc(N2CCOCC2)c1
→ -0.7, 3.1
> O=C(CCc1nc(-c2ccccc2F)no1)Nc1ccccc1Cl
→ 0.3, -2.0

Full records, quoted from the list. Order of values: IDH1 mut inh, PRC2 inh
Results for `C[C@@H]1CN([C@H](C)CO)C(=O)CCCn2cc(nn2)CO[C@@H]1CN(C)S(=O)(=O)c1ccc(Oc2ccccc2)cc1` : -3.5, 1.9
Results for `CCCC#Cc1cnc2c(c1)C(=O)N([C@@H](C)CO)C[C@H](C)[C@@H](CN(C)C(=O)c1ccc3c(c1)OCO3)O2` : -1.0, ·
Results for `C[C@@H]1CN([C@@H](C)CO)C(=O)CCCn2cc(nn2)CO[C@@H]1CN(C)C(=O)Nc1ccnc(N2CCOCC2)c1` : -0.7, 3.1

(list continues)
Below each SMILES: IDH1 mut inh, PRC2 inh
> O=C(C[C@H]1CC[C@@H](NC(=O)Nc2ccc(C(F)(F)F)cc2)[C@@H](CO)O1)NCc1cc(F)cc(F)c1
→ 0.1, 0.1
> COc1ccc(CNC(=O)N(C)C[C@H]2OCc3ccccc3-c3c(n(C)c4ccccc34)C(=O)N([C@@H](C)CO)C[C@@H]2C)cc1
→ -0.8, -12.2
> C[C@@H]1CN([C@@H](C)CO)C(=O)c2cccc(NC(=O)Nc3ccc(C(F)(F)F)cc3)c2O[C@@H]1CN(C)Cc1ccncc1
→ 5.3, ·
> COc1ccc(CN(C)C[C@@H]2Oc3ccc(NS(=O)(=O)c4cn(C)cn4)cc3CC(=O)N([C@@H](C)CO)C[C@H]2C)cc1
→ -0.2, 1.3
> C[C@H]1CN([C@@H](C)CO)C(=O)c2cc(NC(=O)CCCCCC(=O)Nc3ccccc3N)ccc2O[C@H]1CN(C)Cc1ccc(Cl)c(Cl)c1
→ 0.3, -12.1
> CO[C@@H]1CN(C)C(=O)c2ccc(NC(=O)C3CC3)cc2OC[C@H](C)N(Cc2cccc(F)c2)C[C@H]1C
→ ·, -14.2
> C[C@H]1CN([C@@H](C)CO)C(=O)Cc2cc(NS(=O)(=O)c3cccs3)ccc2O[C@H]1CN(C)C(=O)Nc1ccccc1
→ 2.6, ·
> COCC#Cc1cnc2c(c1)C(=O)N([C@@H](C)CO)C[C@H](C)[C@@H](CN(C)C(=O)NC1CCCC1)O2
→ -3.9, 6.2
> C/C=C/c1cnc2c(c1)C(=O)N([C@@H](C)CO)C[C@@H](C)[C@@H](CN(C)Cc1ccc(F)cc1)O2
→ -0.2, -5.4
> C[C@@H]1CN([C@H](C)CO)C(=O)c2cc(NC(=O)CCC(F)(F)F)ccc2O[C@H]1CN(C)C(=O)Nc1ccc(C(F)(F)F)cc1
→ ·, -5.5
> FC(F)(F)Oc1ccc(Nc2n[nH]c(=S)s2)cc1
→ 6.9, 19.7
> C[C@@H]1CN([C@H](C)CO)C(=O)c2cc(NS(=O)(=O)c3ccc(Cl)cc3)ccc2O[C@@H](C)CCCCO[C@@H]1CN(C)C(=O)c1ccccc1
→ 1.6, ·
> Cc1ccc(S(=O)(=O)N[C@@H]2C=C[C@H](CC(=O)NCc3ccc(Cl)c(Cl)c3)O[C@H]2CO)cc1
→ 0.2, 6.5
> CNC[C@H]1OCCCC[C@H](C)Oc2ccc(NS(=O)(=O)c3ccc(OC)cc3)cc2C(=O)N([C@@H](C)CO)C[C@@H]1C
→ 0.7, -3.3
> COc1cc(O)c2c(c1)O[C@H](c1ccc(O)cc1)[C@@H](O)C2=O
→ 0.9, ·
> Cc1ccc(S(=O)(=O)Nc2ccc3c(c2)C(=O)N([C@H](C)CO)C[C@H](C)[C@H](CN(C)Cc2ccccc2)OCCCC[C@@H](C)O3)cc1
→ 0.6, ·
> C[C@@H]1CN([C@H](C)CO)S(=O)(=O)c2ccc(C#CC3CC3)cc2O[C@H]1CN(C)C(=O)c1ccccc1
→ 1.1, -11.9
> CC(C)(C)[S@@](=O)N1Cc2cc(C(=O)NCc3ccccc3F)nc(-c3cccc(-c4ccncc4)c3)c2[C@H]1CCO
→ 20.8, 13.9
> O=C(CSc1nnc(-c2ccccc2F)n1-c1ccccc1)Nc1ccc(Br)cc1
→ 0.2, 13.2
> CO[C@H]1CN(C)C(=O)c2cc(NC(=O)NC(C)C)ccc2OC[C@H](C)N(C(=O)CN(C)C)C[C@H]1C
→ 0.0, 7.8

3 compounds drawn at random from those above:
Below each SMILES: IDH1 mut inh, PRC2 inh
> C[C@@H]1CN([C@@H](C)CO)C(=O)c2cccc(NC(=O)Nc3ccc(C(F)(F)F)cc3)c2O[C@@H]1CN(C)Cc1ccncc1
→ 5.3, ·
> O=C(CSc1nnc(-c2ccccc2F)n1-c1ccccc1)Nc1ccc(Br)cc1
→ 0.2, 13.2
> CO[C@H]1CN(C)C(=O)c2cc(NC(=O)NC(C)C)ccc2OC[C@H](C)N(C(=O)CN(C)C)C[C@H]1C
→ 0.0, 7.8

More entries.
Below each SMILES: IDH1 mut inh, PRC2 inh
> Cc1cc2c(CO)cc(O)cc2o1
→ -0.3, ·
> COc1ccc(NC(=O)N(C)C[C@H]2Oc3c(NC(=O)Nc4c(C)noc4C)cccc3C(=O)N([C@@H](C)CO)C[C@@H]2C)cc1
→ 0.2, ·
> C[C@@H]1CN([C@@H](C)CO)C(=O)Cc2cc(NC(=O)Nc3ccccc3)ccc2O[C@H]1CN(C)Cc1ccc(C(F)(F)F)cc1
→ 0.9, ·
> Cc1ccc(-c2ccc3c(c2)O[C@@H](CN(C)C(=O)Nc2ccc(C(F)(F)F)cc2)[C@H](C)CN([C@@H](C)CO)S3(=O)=O)cc1
→ -0.8, -31.0
> CCC(=O)Nc1ccccc1-c1nnc(SCc2ccccc2)[nH]c1=O
→ 1.2, ·
> C[C@@H]1CN([C@H](C)CO)C(=O)c2cc(-c3ccc(C#N)cc3)cnc2O[C@H]1CN(C)CC1CCCCC1
→ 0.0, -3.8
> COc1ccc(S(=O)(=O)N[C@@H]2CC[C@H](CC(=O)NCc3ccccc3F)O[C@H]2CO)cc1
→ -0.1, -1.3
> COc1ccc(CN(C)C[C@H]2OCCCC[C@@H](C)Oc3ccc(NC(=O)Nc4ccc(C(F)(F)F)cc4)cc3C(=O)N([C@@H](C)CO)C[C@@H]2C)cc1
→ 0.2, ·
> Cc1ccc(S(=O)(=O)N(C)C[C@@H]2OCCCC[C@@H](C)Oc3ccc(NC(=O)c4ccccc4)cc3C(=O)N([C@@H](C)CO)C[C@H]2C)cc1
→ 4.1, ·
> CC(C)NC(=O)Nc1ccc2c(c1)C(=O)N([C@H](C)CO)C[C@@H](C)[C@@H](CN(C)C(=O)NC1CCCCC1)OCCCC[C@@H](C)O2
→ ·, -4.2
> C/C=C/c1ccc2c(c1)O[C@H](CN(C)C(=O)Cc1ccccn1)[C@@H](C)CN([C@H](C)CO)S2(=O)=O
→ 0.2, -9.6
> NCCC(c1ccccc1)c1ccccc1
→ -0.3, -10.3
> C[C@H]1CCCCO[C@H](CN(C)S(=O)(=O)c2ccc(Cl)cc2)[C@@H](C)CN([C@@H](C)CO)C(=O)c2cc(NC(=O)CCC(F)(F)F)ccc2O1
→ 4.1, ·
> C[C@H]1CN([C@@H](C)CO)C(=O)Cc2cc(NC(=O)CCC(F)(F)F)ccc2O[C@@H]1CN(C)C(=O)Nc1ccc(F)cc1
→ 0.2, -1.6
> C[C@@H]1CCCCO[C@@H](CN(C)C(=O)Nc2ccccc2)[C@@H](C)CN([C@H](C)CO)C(=O)c2cc(NC(=O)Nc3ccc4c(c3)OCO4)ccc2O1
→ -1.0, ·
> Cc1ccccc1S(=O)(=O)NCC[C@H]1CC[C@H](NC(=O)C2CCCC2)[C@H](CO)O1
→ 0.0, -5.7
> C[C@H]1CN([C@@H](C)CO)C(=O)c2cc(NC(=O)Nc3cccc4ccccc34)ccc2O[C@@H]1CN(C)Cc1ccc(C(=O)O)cc1
→ -15.3, 7.2
> COc1ccc(S(=O)(=O)Nc2ccc3c(c2)C(=O)N([C@@H](C)CO)C[C@H](C)[C@@H](CN(C)S(=O)(=O)c2ccc(OC)cc2)OCCCC[C@@H](C)O3)cc1
→ 4.0, ·
> C[C@H](CO)N1C[C@H](C)[C@@H](CN(C)C(=O)C2CCC2)Oc2cc(-c3cccnc3)ccc2S1(=O)=O
→ -0.5, -0.5
> O=C(C[C@H]1C[C@@H]2c3cc(NC(=O)CC4CC4)ccc3O[C@@H]2[C@H](CO)O1)NCC1CC1
→ 0.0, 1.1
> COc1ccc(S(=O)(=O)N[C@H]2CC[C@H](CCn3cc(-c4ccccc4F)nn3)O[C@@H]2CO)cc1
→ 0.0, -15.8
> COC(=O)CCCCCCC(=O)N/N=C/c1ccccc1OCCO
→ ·, -6.1
> CC(Sc1nnc(N)s1)C(=O)Nc1cccc(Cl)c1 (centres undefined)
→ 0.9, -2.6
> C[C@@H]1CN([C@@H](C)CO)C(=O)c2cc(C3=CCCCC3)cnc2O[C@H]1CN(C)Cc1ccccc1C(=O)O
→ -0.2, -8.6
> C[C@H]1CN([C@@H](C)CO)C(=O)c2cccc(NC(=O)CCCCCC(=O)Nc3ccccc3N)c2O[C@H]1CN(C)CC1CCCCC1
→ -0.1, 5.2
> Cc1sc(NC(=S)NC(=O)c2ccco2)c(C(N)=O)c1C
→ 1.1, -31.4
> COCC(=O)N1C[C@H](C)[C@@H](OC)CN(C)C(=O)c2cc(NC(=O)NC(C)C)ccc2OC[C@H]1C
→ 0.0, 2.8
> C[C@H](O)[C@H](O)[C@@H](O)[C@@H](O)/C=N/NC(=O)CCCCCC(=O)Nc1ccccc1O
→ 0.2, 3.0
> CCNC(=O)C[C@H]1C=C[C@H](NC(=O)C2CCC2)[C@H](CO)O1
→ 0.0, 12.0
> COc1ccc(NC(=O)CSC2=C(C#N)C(c3ccc(Cl)cc3)CC(=O)N2)cc1 (centres undefined)
→ 0.0, 7.6
> CO[C@H]1CN(C)C(=O)c2cc(NC(=O)c3nc4ccccc4s3)ccc2OC[C@H](C)NC[C@H]1C
→ -0.3, -0.8
> CO[C@@H]1CN(C)C(=O)c2ccc(NC(=O)Nc3ccccc3F)cc2OC[C@@H](C)N(Cc2ccccc2C(=O)O)C[C@H]1C
→ 0.4, -15.5
> C[C@H](O)C#Cc1cnc2c(c1)C(=O)N([C@H](C)CO)C[C@H](C)[C@@H](CN(C)Cc1cccc(C(=O)O)c1)O2
→ 0.5, -4.4
> CC(C)NC(=O)Nc1ccc2c(c1)C(=O)N([C@@H](C)CO)C[C@@H](C)[C@H](CN(C)S(=O)(=O)c1ccccc1)OCCCC[C@@H](C)O2
→ -0.6, ·
> CO[C@H]1CN(C)C(=O)c2cc(NC(=O)C3CCOCC3)ccc2OC[C@@H](C)N(CC2CC2)C[C@@H]1C
→ 0.0, 2.5
> COCC(=O)N1C[C@H](C)[C@@H](OC)CN(C)C(=O)c2cc(NC(=O)c3cnccn3)ccc2OC[C@@H]1C
→ -0.7, 3.8
> COc1ccc(S(=O)(=O)N[C@H]2CC[C@H](CCn3cc(-c4cccc(F)c4)nn3)O[C@@H]2CO)cc1
→ 0.0, -8.5
> Cc1ccc(S(=O)(=O)NCC(=O)Nc2ccc(F)cc2F)cc1
→ 0.4, -7.4
